# Screening data: PubChem BioAssay, several laboratories
# NCF1 inh: inhibitors of human p47phox binding; p47phox/p22phox peptide binding, fluorescence polarization, 2 h; hit rate 0.53% among 220,000; P14598; inhibition, % at 24.7 µM;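 active = inhibition above about 30%, limit read from the data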;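 note: 0% = p47phox with labelled peptide and 100% = labelled peptide alone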
# Target sequence (P14598 whole entry, looked up): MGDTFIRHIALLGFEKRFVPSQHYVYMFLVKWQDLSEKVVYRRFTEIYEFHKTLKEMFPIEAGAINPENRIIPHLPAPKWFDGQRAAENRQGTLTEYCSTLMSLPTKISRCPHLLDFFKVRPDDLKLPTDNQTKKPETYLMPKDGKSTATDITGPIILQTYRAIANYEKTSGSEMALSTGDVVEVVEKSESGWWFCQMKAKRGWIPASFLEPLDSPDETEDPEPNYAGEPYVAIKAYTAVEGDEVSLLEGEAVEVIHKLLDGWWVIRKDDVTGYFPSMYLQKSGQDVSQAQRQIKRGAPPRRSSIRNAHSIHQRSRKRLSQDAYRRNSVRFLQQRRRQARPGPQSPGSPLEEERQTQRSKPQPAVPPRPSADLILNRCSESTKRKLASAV
# TRPN1 ag: agonists of zebrafish TRPN1 channel; HEK293 zebrafish TRPN1-YFP, Fluo-8 calcium fluorescence; 100% = response to 87 µM carbachol; activation, % at 3 µM; hit rate 0.18% among 220,000;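 active = activation above its plate's cutoff, the mean activation of test wells on that plate plus 3 SD, cut at about 19% in these data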;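 note: 0% = DMSO alone and 100% = 87 µM carbachol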
#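 System: zebrafish TRPN1-YFP in HEK293 cells / Dosing: 3 µM single point / Timing: dye loading 1 h at 37 °C, then 30 min room temperature / Signal: Fluo-8 calcium fluorescence, excitation 470-495 nm, emission 515-575 nm / Read-out basis: percent activation from peak over basal fluorescence ratio, control-normalized / Control set: high carbachol 87 µM, low DMSO alone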
# Runt-SMMHC FRET: blocks binding of human RUNX1 Runt domain to CBFb-SMMHC; inhibition, % at 20 µM; Cerulean-Runt/Venus-CBFb-SMMHC FRET ratio 530/480, 1 h; hit rate 0.74% among 220,000;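 active = mean inhibition across duplicate retests at 20 µM reaching about 50%, limit read from the data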;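 note: 0% = DMSO wells and 100% = wells with excess untagged CBFb-SMMHC; inhibitors lower the FRET ratio by blocking Runt binding to CBFb-SMMHC; some results filed as inactive read as strong as hits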
# CHOP inhibitor: blocks CHOP induction under ER stress; inhibition, % at 10 µM; AID 2732; hit rate 3.8% among 220,000; CHO-K1 CHOP-promoter luciferase, tunicamycin-induced, 15-18 h;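 active = compounds that reduced the stress-induced luciferase reporter signal by more than about 70% of percent inhibition, limit read from the data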;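 note: 0% = tunicamycin plus vehicle and 100% = wells without tunicamycin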
# Mdm2 ligase inh: inhibitors of human Mdm2 E3 ubiquitin ligase. hit rate 0.11% among 210,000. cell-based MDM2 ubiquitination luciferase reporter, 2 h; 0 = plate control, 100 = twice control, blank-subtracted. signal enhancement, % at 5 µM. Q00987;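 active = signal enhancement of 30% or more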;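 note: luminescence tracks abundance of the self-degrading MDM2-luciferase fusion protein; higher signal means inhibition of MDM2 E3 ligase activity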
# Target sequence (Q00987 whole entry, looked up, the tested form may be a part): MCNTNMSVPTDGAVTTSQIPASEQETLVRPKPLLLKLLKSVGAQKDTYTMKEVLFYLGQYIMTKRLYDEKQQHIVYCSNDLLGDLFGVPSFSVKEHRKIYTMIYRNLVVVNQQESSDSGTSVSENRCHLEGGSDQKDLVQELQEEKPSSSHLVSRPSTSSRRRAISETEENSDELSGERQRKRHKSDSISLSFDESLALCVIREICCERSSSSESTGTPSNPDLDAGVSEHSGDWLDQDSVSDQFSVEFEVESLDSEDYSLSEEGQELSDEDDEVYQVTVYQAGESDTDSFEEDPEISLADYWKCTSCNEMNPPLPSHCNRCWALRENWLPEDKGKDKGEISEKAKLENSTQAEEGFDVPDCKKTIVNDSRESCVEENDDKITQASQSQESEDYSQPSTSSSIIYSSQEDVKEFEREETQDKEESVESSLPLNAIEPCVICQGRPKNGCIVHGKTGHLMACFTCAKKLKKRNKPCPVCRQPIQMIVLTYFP
#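 System: stable MDM2–luciferase fusion reporter cells / Input: 2000 cells seeded into each well / Schedule: 4 h settle plus 2 h compound, 37 °C / Compound: single-point 5 µM / Buffer or medium: cells held in DMEM / Benchmarks: control and blank well means / Evaluation: percent signal gain over controls, blank-subtracted / Measured by: luciferase luminescence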
# PPC-1+TRAIL kill: PPC-1 cancer cell killing with TRAIL present | PPC-1 cells + TRAIL, ATPLite viability luminescence | cell killing (% activity), % at 4 µM | hit rate 0.41% among 220,000;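 active = cell killing above 50% in the first pass at 4 µM, then a duplicate retest at 5 µM averaging 50% or more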;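 note: plate controls were cells with TRAIL plus DMSO for no effect and medium-only wells lacking cells for full effect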
# TRPML3 ag: human mucolipin-3 channel agonism. Q8TDD5. HEK293 TRPML3-YFP, Fluo-8 calcium fluorescence; 100% = the carbachol control signal. activation, % at 3 µM. hit rate 0.29% among 220,000. AID 1448;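 active = activation above its plate's cutoff, the mean activation of the plate's test wells plus 3 SD, cut at about 12% in these data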;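 note: 0% = DMSO only wells and 100% = carbachol wells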
#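 Test system: TRPML3-YFP stable HEK293 cells. Doses: single point at 3 µM. Incubation: dye loading 1 h 37 °C then 30 min ambient, 125 s read. Signal: Fluo-8 calcium dye fluorescence, ex 470-495, em 515-575 nm. Measure: percent activation from peak-to-basal fluorescence ratio, scaled between DMSO and carbachol.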
# TNF death inh: blocks TNF-alpha induced death of Jurkat FADD-/- cells; Jurkat FADD-/- TNF necroptosis rescue, ATP luminescence, 24 h; 0 = TNF only, 100 = no-TNF cells; hit rate 0.068% among 220,000; activation (protection from cell death), % at 10 µM; AID 463075;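 active = activation, meaning protection from cell death, of at least 50% relative to plate controls; inactive = activation below 50%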;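 note: necroptosis triggered by 40 ng/mL TNF-alpha added together with compound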
# EBV gp42 inh: inhibitors of Epstein-Barr virus glycoprotein 42; Q1HVG2; Fluorescence polarization binding assay, mP read-out; inhibition, % (tested at 21.74 µM); hit rate 0.42% among 220,000; AID 1085; in the data active = inhibition above about 50%
# Target sequence (Q1HVG2 whole entry, looked up): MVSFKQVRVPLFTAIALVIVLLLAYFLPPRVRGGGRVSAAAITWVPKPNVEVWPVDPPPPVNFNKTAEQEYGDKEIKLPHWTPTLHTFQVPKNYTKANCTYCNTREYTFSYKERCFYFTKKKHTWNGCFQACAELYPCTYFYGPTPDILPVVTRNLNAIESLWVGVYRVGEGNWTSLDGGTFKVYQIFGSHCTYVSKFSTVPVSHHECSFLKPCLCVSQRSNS
# Numbers without * were called inactive; nt = no result given.
# Below each SMILES – TNF death inh	CHOP inhibitor	Runt-SMMHC FRET	TRPN1 ag	EBV gp42 inh	NCF1 inh	TRPML3 ag	Mdm2 ligase inh	PPC-1+TRAIL kill
COc1cc([C@H]2c3[nH]c4ccccc4c3C[C@H]3C(=O)N4[C@@H](c5cc(OC)c(OC)c(OC)c5)c5[nH]c6ccccc6c5C[C@H]4C(=O)N23)cc(OC)c1OC
    1.1	96*	9	1.7	-9	-11	1.1	nt	9
CC(=O)Nc1nonc1NC(=O)CSc1nc2ccccc2o1
    0.4	-20	-8	1.2	-9	-5	0.2	-1	30
CCOC(=O)NC(=O)CSc1ccc(C)cc1C
    0.7	3	-2	0.7	3	10	0.3	-3	12
CCCCN(C(=O)c1cc(OC)c(OC)c(OC)c1)C1=CC2CCC(C1)N2C (centres undefined)
    0.2	16	0	0.8	2	-7	-0.1	-23	2
CCN(CC)S(=O)(=O)c1ccc(NC(=S)NC(=O)C(C)C)cc1
    3.0	34	6	7.7	5	-4	4.7	12	23
CC(/C=N/n1c(-c2ccc(Cl)cc2)n[nH]c1=S)=C\c1ccco1
    -0.2	95*	3	-1.3	-21	-1	-0.5	-13	10
COc1ccc(CCN(Cc2cc3cccc(C)c3n3nnnc23)C(=O)c2ccncc2)cc1OC
    2.4	-1	nt	1.6	-6	-4	1.1	-6	nt
COC(=O)[C@@H]1C[C@@H]2CC[C@@H](O)C[C@@H]2N1Cc1ccc(C(F)(F)F)cc1
    0.8	23	-2	nt	-5	-17	nt	7	9
COc1ccc(-c2cc(-c3cccs3)c(C#N)c(SCC(=O)NCc3ccccc3)n2)cc1
    -6.8	-10	2	1.5	-14	-2	0.3	4	-16
CCCS(=O)(=O)Nc1c(C(=O)O)[nH]c2ccc(OC)cc12
    2.0	4	-1	0.4	-8	-14	0.2	-8	-4
CC1CCCC/C1=N/Nc1ccc([N+](=O)[O-])cc1[N+](=O)[O-] (centres undefined)
    -1.7	35	-1	-0.4	0	-4	0.4	-15	1
CCOC(=O)Cn1c(=NC(=O)C(C)C)sc2c(C)cc(C)cc21
    1.9	3	0	-1.5	-16	4	-1.3	-7	-4
COc1ccc(NS(=O)(=O)c2cccc(C(=O)NNC(=O)c3cc(C)oc3C)c2)cc1
    0.5	7	5	1.4	-6	-13	0.5	7	21
O=C(C1=C[C@H](c2ccc3c(c2)OCO3)C[C@H](OCc2ccc(CO)cc2)O1)N1CCOCC1
    1.6	1	-4	1.1	-7	-11	0.5	nt	17
Cc1cccc(NC(=S)NC2CCCC2)c1
    -4.8	16	1	0.4	-19	-4	0.1	-9	11
Cc1c(NC(=S)Nc2cccc(Cl)c2)c(=O)n(-c2ccccc2)n1C
    0.6	-1	-5	0.2	5	1	1.1	-62	9
C#CCOCCOCCOCCNc1nc(N2CCN(C(=O)[C@H](CCCCN)n3cc([C@@H](N)CC(C)C)nn3)CC2)nc(N2CCN(C(=O)[C@H](CCCCN)n3cc([C@@H](N)CC(C)C)nn3)CC2)n1
    1.4	8	0	1.3	-4	nt	1.2	nt	6
O=C1C(Nc2ccccc2)=C2CCCC=C2N1c1ccccc1
    2.6	32	-1	-2.4	-7	nt	0.8	12	15
COc1ccc(S(=O)(=O)NCc2ccc3c(c2)OCO3)cc1C(=O)O
    -1.5	22	1	0.0	-14	6	0.2	-8	-10
COc1ccc(N2CCN(C(=O)c3ccncc3)CC2)cc1
    0.4	35	0	-0.6	-6	-11	1.0	-2	-23
COc1cccc(NC(=O)N2CCCC2C(=O)NCc2ccccc2F)c1 (centres undefined)
    0.0	7	-5	-1.1	-14	-7	0.2	0	19
CCc1nc(C)ccc1OCC(=O)NCCCN(C)C
    -0.4	8	-3	2.9	10	-8	-0.2	0	3
CCOc1ccc(S(=O)(=O)N/N=C(\C)c2ccc(OC)cc2OC)cc1
    1.1	22	-2	-0.1	-10	4	0.7	-10	5
CCCCNCCCOc1cccc(Cl)c1Cl
    2.1	34	2	-0.1	-13	-7	1.6	-5	20
Cc1ccc(-c2nnc(SCC(=O)Nc3cccc(C(=O)N4CCOCC4)c3)n2C)cc1
    -0.4	38	-44	-1.0	-5	-5	0.4	7	16
O=C(CSc1nnc(CNc2cccc(Cl)c2)o1)OC1CCCCC1
    -0.5	80*	-4	-0.3	2	-2	-0.3	-14	19
CC(=O)c1cc(C#N)c(SCC(=O)C(C)(C)C)nc1C
    0.0	-43	3	-0.1	0	9	0.7	-12	0
CCOC(=O)c1[nH]c2ccc(Br)cc2c1NC(=O)CCN1CCC(C)CC1
    3.4	53	-2	-0.4	-12	-7	-0.1	-10	6
CC(C)(C)OC(=O)NCCc1nnc(SCc2ccccc2)o1
    2.2	8	3	-0.1	-8	-7	0.2	-9	-3
CC1=C(C(=O)OCC(C)C)C(c2ccc(F)cc2)NC(=O)N1 (centres undefined)
    -3.5	30	5	-2.5	-20	-3	-1.6	-7	6

# 2 records drawn at random from those above, as already listed:
# Below each SMILES – TNF death inh	CHOP inhibitor	Runt-SMMHC FRET	TRPN1 ag	EBV gp42 inh	NCF1 inh	TRPML3 ag	Mdm2 ligase inh	PPC-1+TRAIL kill
CC1CCCC/C1=N/Nc1ccc([N+](=O)[O-])cc1[N+](=O)[O-] (centres undefined)
    -1.7	35	-1	-0.4	0	-4	0.4	-15	1
Cc1c(NC(=S)Nc2cccc(Cl)c2)c(=O)n(-c2ccccc2)n1C
    0.6	-1	-5	0.2	5	1	1.1	-62	9

# Next section
# Below each SMILES – TNF death inh	CHOP inhibitor	Runt-SMMHC FRET	TRPN1 ag	EBV gp42 inh	NCF1 inh	TRPML3 ag	Mdm2 ligase inh	PPC-1+TRAIL kill
O=S(=O)([O-])C/C(=C\c1ccc(Cl)cc1)c1cc[n+](CCO)cc1
    1.0	-12	-1	0.0	-6	-2	0.7	-18	4
O=C(C(=O)N1CCc2ccccc2C1)N1CCc2ccccc2C1
    4.2	9	6	-1.7	-1	1	-0.4	-11	5
CC1=C(C(=O)Nc2ccc([N+](=O)[O-])cc2)C(c2cccc(C(F)(F)F)c2)NC(=S)N1c1ccccc1 (centres undefined)
    -4.0	67	2	-0.1	-6	-11	0.2	-16	5
Fc1cccc(Cl)c1/C=N/Nc1ccccn1
    16	-1	1	-0.2	-10	19	0.1	-2	6
O=C(N/N=C/c1ccc(Cl)cc1Cl)C1CCN(c2ncc(C(F)(F)F)cc2Cl)CC1
    -6.8	96*	-4	0.7	2	9	0.1	-11	22
CC(=O)Nc1cccc(NC(=O)CS(=O)(=O)c2cn(CC(=O)N3CCOCC3)c3ccccc23)c1
    0.0	-8	2	-0.2	7	1	0.3	-6	11
Cc1cc(=O)oc(C)c1C(=O)N1CCc2c([nH]c3ccccc23)C1C(C)C (centres undefined)
    1.2	0	2	1.2	-16	-5	0.2	-10	35
CCc1ccc(CNC(=O)C2CCCN(c3nc4ccccc4o3)C2)cc1 (centres undefined)
    -1.0	52	0	-1.7	-12	5	-0.8	-18	-8
COC(=O)CN1C(=O)Nc2ccc(Br)cc2C1c1ccccc1Cl (centres undefined)
    -3.1	61	1	-1.1	8	4	0.4	-13	12
COc1cc(CNCc2cccnc2)ccc1OCC(=O)NC(C)(C)C
    0.1	6	-4	3.5	-1	4	-0.3	-4	2
CC1CC1C(=O)OCC(=O)Nc1ccccc1Oc1ccccc1 (centres undefined)
    0.0	22	3	-1.6	-9	0	-1.1	-8	1
O=C(CN1C(=O)CSc2ccccc21)Nc1ccccc1C(=O)N1CCOCC1
    -0.4	18	-1	1.6	-10	-9	0.8	10	25
C=CCn1c(-c2ccc([N+](=O)[O-])cc2)n[nH]c1=S
    0.0	28	9	-0.4	-10	-22	0.6	10	7
Cc1c(NC(=O)CNCc2ccc3c(c2)OCO3)c(=O)n(-c2ccccc2)n1C
    1.7	10	12	1.3	-11	-9	0.8	nt	0
Nc1ccc(-n2cnc3cc([N+](=O)[O-])ccc32)cc1
    0.2	-9	-36	-0.6	2	-1	-0.2	-12	0
O=C(CCCCCCCCC(=O)N/N=C/c1ccco1)N/N=C/c1ccco1
    1.0	19	-3	1.4	3	-1	0.4	-10	5
O=C(NCCc1nc2ccccc2[nH]1)c1ccc(Cl)c([N+](=O)[O-])c1
    4.2	10	1	0.2	-11	-3	0.3	5	14
COC1=C(Nc2ccccc2OC)C(=O)c2ccccc2C1=O
    -6.4	7	-3	-3.9	-7	-1	-1.3	-7	13
CC(=O)Nc1ccc(NC(=O)C(C)OC(=O)c2ccc(OCc3c(C)noc3C)cc2)cc1 (centres undefined)
    -2.1	12	2	0.2	-15	3	1.1	0	-2
NCCCNC(=O)c1cc2ccccc2[nH]1
    -0.5	107*	1	3.3	-22	-11	0.3	-2	-2
CSc1nncc(=O)[nH]1
    -0.2	35	2	-0.5	-27	-15	2.2	6	16
O=c1[nH]ncn1-c1cccc(C(F)(F)F)c1
    -0.4	14	5	-0.8	-8	-13	0.8	-20	14
Cc1cc(C)n(Cc2ccc(C(=O)O)cc2)n1
    0.0	9	-2	-0.3	-23	-2	1.0	-14	1
Cc1nc(N)c(Cc2ccc(Cl)cc2Cl)c(N)n1
    2.3	35	2	4.4	-4	5	2.4	-2	1
COc1cc2nc3occc3c(OC)c2cc1OC
    -3.0	12	0	0.5	-10	1	0.6	nt	0
Oc1ccccc1C1Nc2cccc3cccc(c23)N1
    -11	26	-14	0.2	-11	-16	1.2	-1	-16
Cc1ccc(C(=O)COC(=O)c2ccc(Br)o2)cc1C
    0.5	8	2	-0.7	-7	-7	0.2	-16	-10
O=C(Nc1nc(-c2cccc(Br)c2)cs1)Oc1ccccc1
    -3.5	56	0	-2.1	5	7	-0.2	2	24
O=C(Cn1c(C(=O)N2CCc3ccccc3C2)cc2sccc21)c1ccccc1
    0.5	15	-1	-0.6	5	-35	0.5	-2	-20
CC(C)CC(C(=O)OCC(=O)c1c(N)n(C)c(=O)n(C)c1=O)N1C(=O)c2ccccc2C1=O (centres undefined)
    3.8	44	-3	3.6	-10	-11	0.9	-5	27

# (further entries)
# Below each SMILES – TNF death inh	CHOP inhibitor	Runt-SMMHC FRET	TRPN1 ag	EBV gp42 inh	NCF1 inh	TRPML3 ag	Mdm2 ligase inh	PPC-1+TRAIL kill
CC(=O)NCCn1c(SCc2ccc(C)cc2)nc2ccccc2c1=O
    -5.4	34	-2	0.2	-10	-22	0.7	-2	10
O=C(Cc1cccs1)N1CCN=C1SCc1ccccc1Cl
    3.9	26	6	0.3	5	-10	3.0	-11	16
NC(=O)c1cccnc1OCC(F)(F)F
    -0.7	8	3	2.2	-10	-18	0.8	-8	15
CCC(=O)N(CCCN(C)C)c1nc(-c2cc(OC)ccc2OC)cs1
    0.4	6	1	0.8	-10	-14	1.1	-53	22
CC1CCCC(C)N1C(=O)CN1C(=O)C(C)(C)Oc2ccc(C(=O)NC3CCCCC3)cc21 (centres undefined)
    -1.1	15	-2	1.0	-9	-7	1.1	-11	22
